High-throughput results as filed in PubChem.
CSN inh – inhibitors of human CSN-mediated cullin deneddylation | Q92905 | Purified CSN, SCF-Nedd8-OG deneddylation, fluorescence polarization | inhibition, % at 12.5 µM | 360,000 compounds, 0.38% hits;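 active means pattern-corrected inhibition above about 35%, with an unprinted fluorescence ratio check between 0.5 and 1.5, limit read from the data, passing the limit was not always enough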;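 further: 0% = enzyme with substrate and 100% = substrate without enzyme; some results filed as inactive read as strong as hits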
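test system = HEK293T-derived human Csn5 enzyme | amount = 0.24 nM Csn5 enzyme, final concentration | medium = Tris/NaCl/DTT buffer, pH 7.5 | schedule = 90 min reaction at room temperature | signal = FP | evaluation = inhibition of Csn5 cleavage, % | compound dosing = single dose of 12.5 µM compound with 0.25% DMSO | probe or stimulus = 10 nM SCFSkp2-Nedd8OG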
SUMO1 PPI mod – modulators of human SUMO1-mediated protein-protein interactions | P63165 | SUMO1 binding to a labelled peptide, TR-FRET, 1 h | inhibition, % at 20 µM | 360,000 compounds, 0.33% hits | AID 602429; in the data active means inhibition above about 37%
LMPTP inh – blocks human LMPTP phosphatase; inhibition, % at 20 µM; P24666; recombinant LMPTP-A, OMFP fluorogenic substrate, fluorescence intensity; 360,000 compounds, 0.22% hits;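 active means compounds that cut the enzyme signal by at least half of the control window in the single-dose screen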;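 further: plate controls were DMSO wells with enzyme plus substrate for no effect and substrate without enzyme for full effect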
Target sequence (P24666 whole entry, looked up): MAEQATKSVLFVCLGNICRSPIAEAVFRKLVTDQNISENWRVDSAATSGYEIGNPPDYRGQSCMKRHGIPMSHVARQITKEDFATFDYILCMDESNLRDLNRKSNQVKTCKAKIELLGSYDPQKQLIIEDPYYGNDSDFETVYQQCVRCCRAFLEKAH
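test system = LMPTP-A | amount = 0.625 nM LMPTP-A final | reagent = fluorogenic phosphatase substrate OMFP at 400 µM final | incubation = 50 min at room temperature | benchmarks = no-enzyme low control, uninhibited high control | medium = Bis-Tris pH 6.0, DTT, detergent | signal = fluorescence intensity of OMFP turnover product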
Rpn11 inh – inhibitors of human proteasome Rpn11 | human 26S proteasome, Ub4-pepOG fluorescence polarization; 20S core pre-blocked with epoxomicin | calls only at 20 µM | AID 588493 | 360,000 compounds, 0.59% hits | O00487;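 active means inhibition at 20 µM, scaled to each plate's controls, above about 33%, limit read from the data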
Target sequence (O00487 whole entry, looked up): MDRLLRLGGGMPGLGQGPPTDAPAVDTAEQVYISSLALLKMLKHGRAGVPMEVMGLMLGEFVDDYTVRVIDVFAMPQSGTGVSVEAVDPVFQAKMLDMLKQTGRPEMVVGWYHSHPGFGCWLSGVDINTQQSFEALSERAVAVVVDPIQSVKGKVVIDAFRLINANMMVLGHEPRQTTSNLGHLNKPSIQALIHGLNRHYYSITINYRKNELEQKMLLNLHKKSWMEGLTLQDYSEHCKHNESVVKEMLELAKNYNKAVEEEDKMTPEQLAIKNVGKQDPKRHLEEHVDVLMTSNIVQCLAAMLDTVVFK
NadD inh – NadD (S. aureus) enzyme inhibition. AID 602399. inhibition, % at 20 µM. 360,000 compounds, 0.78% hits. purified NadD enzyme, colorimetric absorbance read-out; in the data active means inhibition above about 26%; further: some compounds past the cut are filed as inactive
Rin1 Abl inh – inhibitors of human Rin1-Abl protein interaction; P00519+Q13671; TR-FRET Rin1/Abl binding, biochemical; inhibition, % at 7.35 µM; 360,000 compounds, 0.4% hits; in the data active means inhibition above about 5%, passing the limit was not always enough
STEP block – STEP (human) phosphatase inhibition. inhibition, % at 20 µM. recombinant STEP, OMFP fluorogenic substrate, fluorescence. 360,000 compounds, 0.25% hits. P54829. AID 588621;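 active means inhibition at 20 µM, scaled per plate between control wells, above about 37%, limit read from the data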;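 further: 0% = DMSO with enzyme and substrate and 100% = substrate only without enzyme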
Target sequence (P54829 whole entry, looked up): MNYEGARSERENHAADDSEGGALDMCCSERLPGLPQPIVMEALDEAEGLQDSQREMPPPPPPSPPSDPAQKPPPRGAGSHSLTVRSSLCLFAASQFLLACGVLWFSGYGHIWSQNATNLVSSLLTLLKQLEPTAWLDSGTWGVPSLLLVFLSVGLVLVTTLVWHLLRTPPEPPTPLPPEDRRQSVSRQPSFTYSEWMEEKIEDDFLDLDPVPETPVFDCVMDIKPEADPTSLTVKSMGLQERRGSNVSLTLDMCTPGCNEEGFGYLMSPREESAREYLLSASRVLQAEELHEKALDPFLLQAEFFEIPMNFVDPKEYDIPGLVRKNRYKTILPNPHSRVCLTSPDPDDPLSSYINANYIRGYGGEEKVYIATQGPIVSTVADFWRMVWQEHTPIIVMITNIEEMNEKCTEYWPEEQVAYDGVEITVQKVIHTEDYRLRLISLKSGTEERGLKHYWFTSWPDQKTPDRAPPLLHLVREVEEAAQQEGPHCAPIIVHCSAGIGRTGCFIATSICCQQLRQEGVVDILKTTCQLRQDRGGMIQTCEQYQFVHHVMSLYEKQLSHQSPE
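System: STEP phosphatase, cell-free reaction; Buffer or medium: Bis-Tris pH 6.0 buffer with DTT, detergent; Incubation: 20 min at room temperature, dark; Measured by: fluorescence, 480/540 nm.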
Neddyl block – blocks human cullin neddylation; P61081+Q13564; TR-FRET cullin neddylation, biochemical; calls only at 25 µM; 360,000 compounds, 0.58% hits; AID 651699; in the data active means inhibition above about 36%
DNMT1 inh – inhibitors of human DNMT1. inhibition (reported as % activation of signal), % at 10 µM. DNMT1 molecular beacon, Hinp1I cleavage, fluorescence. 360,000 compounds, 0.83% hits. AID 588458. P26358; in the data active means inhibition above about 50%
Scp-1 inhibitor – blocks human Scp-1 phosphatase activity. inhibition, % at 20 µM. 340,000 compounds, 0.88% hits. AID 493091. Recombinant Scp1, phosphopeptide, malachite green phosphate absorbance;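 active means inhibition above about 50% at 20 µM, limit read from the data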;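 further: plate controls were DMSO wells with enzyme for no effect and wells lacking enzyme for full effect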
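Test system – truncated SCP-1 phosphatase (76-261aa) · Reagent – Phosphorylated 17-residue peptide substrate · Incubation – 45 min room-temperature reaction, 5 min colour, 30 min stabiliser · Detection – colorimetric phosphate reagent with accelerator and stabiliser, absorbance at 630 nm · Measure – % inhibition at 20 µM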
* hit, by the source's call; i = inactive; . = no result given.

no.	CSN inh	SUMO1 PPI mod	LMPTP inh	Rpn11 inh	NadD inh	Rin1 Abl inh	STEP block	Neddyl block	DNMT1 inh	Scp-1 inhibitor	Molecule
1	-8	-5	2.4	i	2	1	2	i	0	-6	CCOc1ccc(Br)cc1C1=CC(=O)C[C@H](c2ccc(OC)cc2)C1
2	6	-1	-0.8	i	4	1	0	i	2	-3	C=CCN(C(=O)CNC(=O)c1ccco1)C(C(=O)NC1CCCCC1)c1ccc(F)cc1 (stereo not drawn)
3	-4	-1	-2.3	i	-3	1	1	i	-4	0	COc1ccc(CNCc2cccc(Cl)c2)cc1
4	-2	-24	2.1	i	1	-1	4	i	1	-3	CC(=O)N1CCN(c2ccc([N+](=O)[O-])cc2C#N)CC1
5	2	2	-1.9	i	-1	-2	2	i	1	.	COc1ccc([C@H]2C[C@H](n3cc(COC(=O)c4ccccc4)nn3)[C@@H](O)CN2C(=O)C2CCCCC2)cc1
6	0	-1	1.1	i	-2	-1	1	i	0	-10	CCn1ccnc1C(O)c1cccc(OC)c1OC (stereo not drawn)
7	5	-15	0.9	i	-7	-5	9	i	-2	-3	O=C(/C=C/c1ccc(-c2ccccc2)cc1)NCc1cccnc1
8	-2	2	1.0	i	0	5	0	i	3	8	CCn1ccnc1CN1CCCCC1C(=O)Nc1ccc(Oc2cccnc2)cc1 (stereo not drawn)
9	0	0	-0.7	i	2	5	2	i	-1	0	CCC1Oc2ccc(C)cc2N(CC(=O)N(Cc2cccnc2)Cc2cccc(F)c2)C1=O (stereo not drawn)
10	2	-5	-4.7	i	-6	-3	-1	i	0	-5	N/C(=N\OS(=O)(=O)c1ccc(Cl)cc1)c1ccncc1
11	-22	-1	0.3	i	-1	-3	1	i	2	-1	CCCn1c(=N)n(CC(O)c2ccco2)c2ccccc21 (stereo not drawn)
12	-3	13	0.0	i	-1	3	-3	i	5	-2	CCOc1ccc(Cl)cc1S(=O)(=O)N1CCC(C(=O)N2CCCC2)CC1
13	2	2	-0.8	i	-3	-1	3	i	1	19	CCC(C)NC(=S)Nc1ccc(F)cc1 (stereo not drawn)
14	1	-7	0.2	i	-1	1	1	i	2	4	CCOC(=O)C1CCN(C(=O)COC(=O)c2nn(C)c(=O)c3ccccc23)CC1
15	-3	4	-3.6	i	-3	-3	0	i	4	.	C[C@H](CO)N1C[C@H](C)[C@@H](CN(C)Cc2ccc(F)cc2)Oc2ncc(Br)cc2C1=O
16	-2	1	-0.6	i	-1	-2	0	i	0	-2	O=C(CSCc1ccc(Br)cc1)Nc1ccccc1C(=O)N1CCOCC1
17	7	-8	1.5	i	2	1	0	i	1	5	COc1nc(Nc2ccc([N+](=O)[O-])cc2)nc(NC2CCCCC2)n1
18	-7	28	1.0	i	6	4	0	i	3	.	COc1ccc(CNC(=O)C2Cc3c(-c4ccc5c(c4)OCO5)ccnc3O2)cc1OC (stereo not drawn)
19	4	-4	0.6	i	11	0	-1	i	0	41	O=S(=O)(Nc1ccncc1)c1ccc(Cl)cc1
20	0	-6	1.9	i	-4	-2	24	i	-4	-3	Cc1ccc(C(=O)N2C(=S)C(c3ccc(F)cc3)=NC23CCN(C)CC3)cc1
21	3	-5	1.2	i	2	-1	-1	i	-11	1	Clc1ccc(-c2csc(N/N=C/c3ccc4c(c3)OCO4)n2)cc1
22	6	1	-2.6	i	-5	-1	1	i	0	1	Cc1cc(C)nc(NC2=N[C@@H]3CCCC[C@H]3N2C(=O)Nc2cc(Cl)cc(Cl)c2)n1
23	-1	4	-2.1	i	-7	2	-1	i	10	16	COc1cc2[nH]c(=O)n(Cc3ccccc3Cl)c(=O)c2cc1OC
24	-9	-2	-2.1	i	-11	1	0	i	-5	-4	COc1ccc(S(=O)(=O)N2CCCN(CCC(=O)Nc3cccc(C(F)(F)F)c3)CC2)cc1
25	3	3	-1.3	i	-3	-2	0	i	-1	-9	CCc1nc(SCC(=O)N2CCC(C)CC2)c2c(=O)n(C)c(=O)n(C)c2n1
26	6	1	-0.2	i	-2	4	0	i	-4	-8	CN1C(=S)SC(C)(NO)C1(C)C (stereo not drawn)
27	6	8	0.5	i	2	2	2	i	-3	.	Cc1nc2c(OCc3ccc(F)cc3)cccn2c1N(C)C(=O)CCC1CCCC1
28	4	-1	5.8	i	12	0	16	i	17	27	CCCCCCCCCCn1c2c(c(=N)c3c1CCC3)CCC2
29	4	0	-0.5	i	0	-3	-1	i	1	-8	O=C(CSc1nnc(-c2ccco2)o1)Nc1ccccc1Cl
30	5	2	13	i	-4	0	14	i	26	35	O=c1c(O[C@H]2O[C@@H](CO)[C@H](O)[C@@H](O)[C@@H]2O)c(-c2ccc(O)cc2)oc2cc(O)cc(O)c12

Compounds above that contain an aryl thioether with sulfur outside any ring:
no.	CSN inh	SUMO1 PPI mod	LMPTP inh	Rpn11 inh	NadD inh	Rin1 Abl inh	STEP block	Neddyl block	DNMT1 inh	Scp-1 inhibitor	Molecule
25	3	3	-1.3	i	-3	-2	0	i	-1	-9	CCc1nc(SCC(=O)N2CCC(C)CC2)c2c(=O)n(C)c(=O)n(C)c2n1
29	4	0	-0.5	i	0	-3	-1	i	1	-8	O=C(CSc1nnc(-c2ccco2)o1)Nc1ccccc1Cl

The listing picks up; the five compounds before the break are reprinted first.
no.	CSN inh	SUMO1 PPI mod	LMPTP inh	Rpn11 inh	NadD inh	Rin1 Abl inh	STEP block	Neddyl block	DNMT1 inh	Scp-1 inhibitor	Molecule
26	6	1	-0.2	i	-2	4	0	i	-4	-8	CN1C(=S)SC(C)(NO)C1(C)C (stereo not drawn)
27	6	8	0.5	i	2	2	2	i	-3	.	Cc1nc2c(OCc3ccc(F)cc3)cccn2c1N(C)C(=O)CCC1CCCC1
28	4	-1	5.8	i	12	0	16	i	17	27	CCCCCCCCCCn1c2c(c(=N)c3c1CCC3)CCC2
29	4	0	-0.5	i	0	-3	-1	i	1	-8	O=C(CSc1nnc(-c2ccco2)o1)Nc1ccccc1Cl
30	5	2	13	i	-4	0	14	i	26	35	O=c1c(O[C@H]2O[C@@H](CO)[C@H](O)[C@@H](O)[C@@H]2O)c(-c2ccc(O)cc2)oc2cc(O)cc(O)c12
31	6	-1	-1.5	i	-6	7	0	i	-5	-9	N#CC(C(=O)C12CC3CC(CC(C3)C1)C2)c1nc2ccccc2[nH]1 (stereo not drawn)
32	1	-3	-0.5	i	-4	1	1	i	0	-9	Cc1ccc(C(=O)COC(=O)CNC(=O)c2cccs2)cc1
33	-5	-40	-0.7	i	-3	-1	-3	i	4	-8	c1ccc(-c2nn(-c3ccccc3)[n+](-c3ccccc3)n2)cc1
34	1	-1	0.5	i	-5	2	3	i	-5	5	CN1CC(=O)N(CC(=O)Nc2ccc(OCc3ccccc3)cc2)C1=O
35	-1	3	0.0	i	-4	2	3	i	-3	-2	CCCS(=O)(=O)N1CCC(C(=O)NCc2ccc3c(c2)OCO3)CC1
36	0	1	-2.0	i	2	3	2	i	1	.	Cc1ccc(NC(=O)Nc2nnc([C@H]3C[C@H](O)[C@@H](CO)O3)s2)cc1
37	4	5	1.0	i	-2	-2	1	i	3	-5	CS(=O)(=O)N1CCC(C(=O)NCc2ccc(Cl)cc2)CC1
38	1	-2	-1.1	i	-1	3	-1	i	0	4	CC(C)N(C(=O)[C@H]1CC(CC(=O)NC(C)(C)C)C(=O)N2CCc3c([nH]c4ccccc34)[C@]12C)C(C)C (stereo partly drawn)
39	-4	-33	-6.4	i	-9	1	-2	i	-10	-7	Cc1ccc(NC(=O)CSCC(=O)Nc2cc(Cl)ccc2N2CCN(C)CC2)cc1
40	-11	-6	8.2	i	6	-2	-2	i	5	-5	CCN(C(=O)CSc1ncccc1C(=O)Oc1cccc([N+](=O)[O-])c1)c1cccc(C)c1
41	-7	1	1.2	i	-3	1	0	i	17	-3	CCO[C@@H]1OC(C(=O)NCc2nc3ccccc3[nH]2)=C[C@H](c2ccc(C(F)(F)F)cc2)[C@H]1CCCO
42	-6	35	1.9	i	-1	-1	-1	i	-1	0	CN(Cc1cn(-c2ccccc2)nc1-c1ccc2c(c1)OCO2)Cc1nccn1C
43	-5	4	-0.7	i	-3	0	2	i	13	-5	Cc1ccc(OCC(=O)NNC(=O)CSc2nnc(-c3ccc(C)cc3)n2C)cc1
44	-13	-5	-0.5	i	-1	1	-1	i	4	-1	O=C(/C=C/c1cccs1)N1CCN(Cc2ccc3c(c2)OCO3)CC1
45	-1	1	-2.7	i	-4	-3	-7	i	-1	1	O=C(Cn1cnc2c(cnn2-c2ccc(F)cc2)c1=O)N1CCN(c2ccccc2)CC1
46	-5	0	-0.6	i	-10	-1	-4	i	-6	.	CCc1ccc(CN(C)Cc2c(C(=O)N3CCOCC3)nc3c(C)cccn23)nc1
47	-11	-6	3.4	i	3	-1	-1	.	-11	-6	CC1(C)C/C(=N\NC(=S)Nc2ccccc2F)c2cc(O)ccc2O1
48	1	6	-0.6	i	-7	-1	-2	i	3	-9	C[C@@H]1NC(=O)[C@@]2(C)[C@@H](c3ccccc3)[C@H]3COc4ccc(Cl)cc4[C@@H]3N2C1=O
49	-5	0	-0.4	i	6	3	-1	i	2	9	CCOC(=O)/C(N=Nc1ccc(Cl)cc1)=C(/O)c1ccc([N+](=O)[O-])cc1
50	2	-4	-1.2	i	-3	-1	1	i	1	2	CC(C)CC(=O)NC(=S)Nc1ccccc1F
51	0	-40	-0.3	i	-4	3	-1	i	-3	-2	CCN(C(=O)COC(=O)c1ccc([N+](=O)[O-])o1)c1cccc2ccccc12
52	0	-23	3.0	i	-8	-2	-1	i	-6	-16	Nc1cc(-c2ccc(Cl)cc2)nn1S(=O)(=O)c1cccc2nsnc12
53	5	-2	-0.4	i	0	3	-2	i	1	-6	Cc1cc(C)cc(NC(=O)CCC(=O)Nc2cc(C)on2)c1
54	-2	2	2.2	i	-6	4	1	i	0	-4	CCn1c(C)cc(O)c(C(=O)Nc2cccc(Cl)c2)c1=O
55	-1	4	-0.5	i	-2	1	-3	i	5	12	CN(C)c1ccc(N2[C@@H](CC(=O)O)c3cc(C(F)(F)F)ccc3S2(=O)=O)cc1
56	-7	0	-2.5	i	7	2	-2	i	0	-2	CCOC(=O)C(O)(CC(=O)Nc1cc(F)ccc1C)C(F)(F)F (stereo not drawn)
57	8	-18	2.1	i	-10	-13	4	i	-3	-23	Cc1[nH]oc(=O)c1N=Nc1ccc2[nH]c(=O)[nH]c2c1
58	-4	-18	-0.4	.	-1	.	.	i	.	.	Clc1ccc(-c2cn(-c3nc4ccccc4s3)nn2)cc1
59	2	4	-0.6	i	7	3	2	.	-4	-1	O=C(Nc1ccc(Cl)cc1)c1cc2nc(C3CC3)cc(C(F)(F)F)n2n1
60	-5	-11	-8.9	i	3	2	-6	i	7	-10	CCOc1ccc(/C(O)=C2\C(=O)C(=O)N(CCN(C)C)C2c2cccc(OC)c2OC)cc1Cl (stereo not drawn)
61	2	1	0.6	i	-11	-1	2	i	-2	.	COc1ccc(Cl)cc1CN1C(=O)C(Cc2ccccc2)ON=C1C (stereo not drawn)
